# FBW7 activator: activators of human E3 ligase FBW7; AlphaScreen FBW7–phospho-cyclin E peptide binding, activator screen; 650,000 compounds, 0.13% hits; normalized activity (activation), % at 26.1 µM; Q969H0; AID 1259310; in the data active = normalized activity above about 1.9%;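 note: purified mutant Fbw7 with reduced substrate affinity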
# Target sequence (Q969H0 whole entry, looked up): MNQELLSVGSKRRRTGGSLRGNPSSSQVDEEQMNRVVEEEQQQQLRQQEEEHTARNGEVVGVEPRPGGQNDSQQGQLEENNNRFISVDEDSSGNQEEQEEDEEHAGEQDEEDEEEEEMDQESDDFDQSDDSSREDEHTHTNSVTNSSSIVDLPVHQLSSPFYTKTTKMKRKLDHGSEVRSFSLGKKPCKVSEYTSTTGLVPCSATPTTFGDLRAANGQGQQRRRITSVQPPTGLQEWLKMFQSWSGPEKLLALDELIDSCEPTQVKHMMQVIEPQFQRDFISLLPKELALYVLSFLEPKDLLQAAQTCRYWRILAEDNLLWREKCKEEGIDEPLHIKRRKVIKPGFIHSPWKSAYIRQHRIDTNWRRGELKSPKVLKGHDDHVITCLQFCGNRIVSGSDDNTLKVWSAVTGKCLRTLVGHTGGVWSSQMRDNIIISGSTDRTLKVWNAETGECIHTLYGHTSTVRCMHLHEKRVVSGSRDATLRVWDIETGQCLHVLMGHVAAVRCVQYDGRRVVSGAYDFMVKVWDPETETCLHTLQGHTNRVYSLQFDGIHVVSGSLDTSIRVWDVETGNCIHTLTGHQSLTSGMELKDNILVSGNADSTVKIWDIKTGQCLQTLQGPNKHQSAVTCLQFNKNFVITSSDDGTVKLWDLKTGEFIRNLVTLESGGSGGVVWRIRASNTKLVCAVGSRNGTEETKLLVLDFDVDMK
# GPR151 activ: activates the human receptor GPR151; Q8TDV0; PathHunter beta-arrestin GPR151 cells, luminescence; activation, % at 11.2 µM; 650,000 compounds, 1% hits; AID 1508602; in the data active = activation above about 4.9%;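 note: 0% = median of compound wells and 100% = cells with positive control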
# Target sequence (Q8TDV0 whole entry, looked up): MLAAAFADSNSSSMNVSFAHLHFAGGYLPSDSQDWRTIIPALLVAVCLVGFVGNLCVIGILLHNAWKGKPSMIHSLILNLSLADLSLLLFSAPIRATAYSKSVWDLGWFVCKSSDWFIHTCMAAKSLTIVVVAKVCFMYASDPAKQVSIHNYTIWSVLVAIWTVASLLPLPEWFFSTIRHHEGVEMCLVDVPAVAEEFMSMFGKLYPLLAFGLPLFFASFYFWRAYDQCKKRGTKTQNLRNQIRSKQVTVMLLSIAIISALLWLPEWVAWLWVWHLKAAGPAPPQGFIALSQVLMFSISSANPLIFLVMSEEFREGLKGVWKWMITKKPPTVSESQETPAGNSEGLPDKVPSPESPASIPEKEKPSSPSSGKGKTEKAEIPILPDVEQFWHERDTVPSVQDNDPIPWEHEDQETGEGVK
# TEAD-YAP block: TEAD-YAP interaction inhibition. 640,000 compounds, 1.4% hits. HEK-TIYL cells, TEAD-Gal4/YAP UAS-luciferase luminescence. inhibition, % at 9.12 µM. AID 1259422; in the data active = inhibition above about 32%;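 note: 0% = median of test compound wells and 100% = reference inhibitor wells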
# MITF primary: inhibitors of human MITF | AID 1259374 | AlphaScreen MITF homodimerization, bead proximity signal | O75030 | 650,000 compounds, 0.91% hits | inhibition, % at 2.6 µM; in the data active = inhibition above about 50%;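 note: 0% = vehicle wells with protein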
# An asterisk follows results filed as active; · = not tested or not shown.
SMILES,FBW7 activator,GPR151 activ,TEAD-YAP block,MITF primary
Cc1nc2c(C)cccc2c2c1CC(C)S2 (stereo not given),-0.1,-1.0,-8,-8
CCOC(=O)CCCN(Cc1ccc(F)cc1)S(=O)(=O)c1ccc(Br)cc1,0.5,1.6,-20,3
Cn1c(SCC(=O)c2ccc3c(c2)OCO3)nnc1-c1cccnc1,0.0,-0.3,1,-5
Cc1cc(NS(=O)(=O)c2ccccc2)cc(Cl)c1O,0.4,0.8,5,21
CCOc1ccc(-c2n[nH]c3c2C(c2ccc(O)c(OCC)c2)NC3=O)cc1 (stereo not given),-0.1,-0.8,-16,-3
COc1ccc(C=Nc2cc(Cl)c(N)c(Cl)c2)cc1,0.7,-0.8,-2,11
O=C(c1nc2ccccn2c1CN1CCC(O)CC1)N1CCN(C2CCCCC2)CC1,0.2,0.0,-11,-1
CCOc1ccc(-n2nc3ccc(NC(=O)COc4ccc5ccccc5c4)cc3n2)cc1,-0.5,0.4,3,-10
CCOC(=N/C(=N/S(C)(=O)=O)c1ccccc1)SC,0.0,0.1,-4,13
Cc1ccc(/C=C/C(=O)Nc2ccc(C)c([N+](=O)[O-])c2)o1,-0.1,-2.0,-72,33
CC(=O)OC[C@H]1O[C@H](C#Cc2ccc(C)cc2C)C=C[C@@H]1OC(C)=O,0.0,0.7,·,7
CNCC(O)COc1ccc2ccccc2c1 (stereo not given),0.0,1.1,-8,-8
CCOC(=O)C1CCN(C(=O)/C=C/c2ccc(Cl)cc2Cl)CC1,-0.1,-0.6,-7,9
COc1cc(C(=O)N2c3ccccc3N3C(c4c(C)c(C)cc(C)c4C)=NON23)cc(OC)c1OC,0.2,-0.3,14,14
O=c1c(CN2CCN(c3ccc(Cl)cc3)CC2)coc2ccccc12,-0.1,-0.4,3,39
O=C(CCc1cccc(Oc2ccc(F)cc2)c1)NCc1cccs1,-0.1,-0.3,-1,-18
COc1ccc(N2CC(NC(=O)N3CCC(O)CC3)CC2=O)cc1OC (stereo not given),-0.1,0.7,-2,-8
CCOC(=O)c1c(NC(=O)COc2cccc(C)c2C)sc2c1CCC(C)C2 (stereo not given),0.1,-0.3,3,1
CCCN1CCN(CCCNC(=O)Cn2nc(-c3ccc(C)cc3)ccc2=O)CC1,0.0,2.0,8,5
O=C(Nc1ccccc1)NC(Cc1c[nH]c2ccccc12)C(=O)NCc1cccs1 (stereo not given),0.3,-1.3,10,28
O=C(Nc1c2c(nn1-c1ccc(F)cc1)CSC2)C12CC3CC(CC(C3)C1)C2,-0.2,1.0,-15,-1
COc1ccc(N/C=C(\C#N)c2nc(-c3cc4cc([N+](=O)[O-])ccc4oc3=O)cs2)cc1,-0.1,0.4,9,-10
Cc1cccc(C(=O)NNS(=O)(=O)c2ccccc2)c1O,-0.1,0.2,-9,6
C=CCOC(=O)c1c2c(n3ccccc13)C(=O)c1ccccc1C2=O,0.0,-1.5,10,18
Brc1ccc(-c2csc(N3CCCCC3)n2)s1,0.1,0.6,-12,0
CCN(CC(=O)NC1CCCCC1)S(=O)(=O)c1ccc(C)cc1,0.1,0.7,-2,-3
CC1CCN(CC2CCN(C(=O)Nc3cccc(Cl)c3)CC2)CC1,0.0,4.5,6,0
O=C(NCc1ccco1)c1ccc2c(c1)C(=O)N(Cc1cccnc1)C2=O,-0.2,-0.2,1,-3
CC1=NN(c2ccc(C)c(C)c2)C(=O)/C1=C\c1ccccc1Cl,-0.6,-0.6,-7,-5
O=C(CCn1c(=O)sc2ccccc21)Nc1cccc2ccccc12,0.9,-1.4,7,9
CCOC(=O)C1=C(c2ccccc2)N=c2s/c(=C/c3cc([N+](=O)[O-])ccc3N3CCN(C)CC3)c(=O)n2C1c1ccc(F)cc1 (stereo not given),-0.1,0.8,-1,6
COc1cccc(C(=O)Nc2ccc(-n3nncc3-c3ccc(OC)c(OC)c3)cc2)c1,-0.2,2.6,1,13
CC1CCN(C(=O)CN2C(=O)COc3cc(S(=O)(=O)N4CCCCCC4)ccc32)CC1,-0.1,-1.8,-1,-2
O=c1[nH]c2sc3c(c2c(=O)n1Cc1ccco1)CCCC3,0.3,0.5,3,7
CCCC(=O)Nc1ccc(N2CCN(C(=O)c3ccco3)CC2)cc1,0.6,-0.5,8,12
COC(=O)NC(C)c1nc2ccccc2n1CCOc1cccc(OC)c1 (stereo not given),0.8,-1.6,4,15
CCCNC(=O)c1cnc(-c2cccc(N)c2)s1,0.0,-0.7,-5,10
COc1cc2c(cc1OC)/C(=C/C(=O)Nc1ccc(C)cc1C)NC(C)(C)C2,-0.2,-1.7,-15,4
COC(=O)c1cc2c(cc1NC(=O)c1c(C)nn(-c3ccccc3)c1-n1cccc1)OCO2,0.0,-0.6,3,1
COc1ccccc1N=Cc1cccc(O)c1O,0.0,-0.9,9,-6
CCCCNC(=O)CCCNC(=O)Nc1ccccc1,0.1,-0.3,-4,6
CCCC(=Nc1ccccc1N)C1=C(O)C(C(=O)OC)C(C)(C)CC1=O (stereo not given),-0.1,-3.1,-39,3
COc1cc(N=Cc2c(O)[nH]c(=O)[nH]c2=O)cc(OC)c1OC,0.1,0.4,2,15
CCc1ccccc1N(CC(=O)Nc1ccccc1C)S(C)(=O)=O,0.2,2.7,2,-16
COc1ccc(CNS(=O)(=O)c2ccc(F)c(C(=O)Nc3c(F)cc(F)cc3Br)c2)cc1,-0.1,-1.6,-9,-4
CCOC(=O)c1cnc2c(Cl)cccc2c1Nc1cccc([N+](=O)[O-])c1,0.1,-0.2,-2,-6
O=C(CSc1nnc(NC(=O)c2ccccc2)s1)Nc1ccccc1,-0.2,-2.4,-49,-3
CC(NC(=O)COC(=O)c1ccc([N+](=O)[O-])s1)c1ccccc1 (stereo not given),-0.1,-0.6,2,-4

# An excerpt of these results, with values under each structure:
# Results follow in this order: FBW7 activator, GPR151 activ, TEAD-YAP block, MITF primary
COc1ccc(CNS(=O)(=O)c2ccc(F)c(C(=O)Nc3c(F)cc(F)cc3Br)c2)cc1
→ -0.1, -1.6, -9, -4
CCOC(=O)c1cnc2c(Cl)cccc2c1Nc1cccc([N+](=O)[O-])c1
→ 0.1, -0.2, -2, -6

# Later entries.
SMILES,FBW7 activator,GPR151 activ,TEAD-YAP block,MITF primary
O=C(NCc1ccc(C(=O)O)cc1)Nc1ccc(-c2cn[nH]c2)cc1,0.6,-0.3,0,46
CCCCOC(=O)C(C)Sc1n[nH]c(=O)[nH]c1=O (stereo not given),0.0,0.1,-2,4
COc1ccc(C(=O)Nc2ccc3oc(=O)ccc3c2)cc1,0.0,1.4,-27,-10
O=C(Nc1ccc(Cl)c(Cl)c1)Nc1ncc2c(n1)CC(c1ccco1)CC2=O (stereo not given),0.5,-1.0,2,18
CCC(=O)c1ccc(OC(=O)c2ccc([N+](=O)[O-])cc2[N+](=O)[O-])cc1,-0.1,1.3,12,-6
Cc1ccc(OCCCC(=O)NNC(=O)CN(C)S(=O)(=O)c2ccc(C)cc2)cc1,-0.1,-2.6,8,8
Cc1ccc(/C=C2/NC(=S)NC2=O)cc1,0.1,-0.9,7,5
Cn1nnnc1SCCNCc1cccs1,0.7,-1.4,-2,17
COc1ccc(C(=O)NCC(=O)N/N=C/c2ccc(Cl)cc2)cc1OC,0.0,0.6,1,9
Cc1ccc(C)c(Cc2c(C)nc3c(C(=O)NC4CCC(C)CC4)cnn3c2C)c1 (stereo not given),0.0,-0.6,-32,1
O=S(Cc1ccc(Cl)cc1)CC(O)COCc1ccc(Cl)cc1 (stereo not given),-0.2,0.3,14,-6
Cc1nc(SCC(=O)c2ccc3c(c2)OCCO3)nc(C)c1C,0.0,0.1,-26,-1

# Quoted from the listing:
# Under FBW7 activator, COc1cccc(C(=O)Nc2ccc(-n3nncc3-c3ccc(OC)c(OC)c3)cc2)c1 shows -0.2
# Under TEAD-YAP block, O=C(c1nc2ccccn2c1CN1CCC(O)CC1)N1CCN(C2CCCCC2)CC1 shows -11

# Later entries.
SMILES,FBW7 activator,GPR151 activ,TEAD-YAP block,MITF primary
CCOc1cc(-c2nc(-c3ccccc3)c(-c3ccc(OC)cc3)[nH]2)ccc1O,-0.1,1.6,1,-5
COc1ccc(CCNc2nc(-c3ccc(C(=O)NC4CC4)cc3)nc3c2ncn3Cc2ccc(C(F)(F)F)cc2)cc1,0.2,1.4,-12,19
Cc1cccc(-c2cc(C(=O)NCC3CCCO3)c3ccccc3n2)c1 (stereo not given),0.2,0.7,13,14
CCN1CCN(CCOCCOc2ccccc2-c2ccccc2)CC1,0.0,-0.4,4,64*
Cc1ccccc1NC(=O)c1ccc2c(c1)C(=O)N(c1ccccc1C)C2=O,-0.1,-0.1,-13,-5
CCc1cccc(NC(=O)Cn2ccn3nc(-c4ccc(OC)cc4)cc3c2=O)c1,-0.2,0.3,0,1
COc1ccc(Cc2noc(-c3ccc([N+](=O)[O-])cc3)n2)cc1OC,-0.2,0.9,-6,12
O=C1CC(N2CCN(c3ccc(F)cc3)CC2)C(=O)N1c1ccc(F)cc1 (stereo not given),-0.1,0.5,5,-3
O=C1CCC(C(=O)NCC2Cc3cc(-c4cccnc4)ccc3O2)=NN1 (stereo not given),0.0,0.2,16,-8
O=C(Nc1cc(Cl)ccc1Cl)/C(=C/c1cccc([N+](=O)[O-])c1)NC(=O)c1cccc(Cl)c1,0.0,0.5,-1,-14
CC(C)C(=O)NCC(c1cccs1)S(=O)(=O)c1ccc(Cl)cc1 (stereo not given),-0.1,-0.1,0,-7
COC(=O)C(CC(C)C)NC(=O)COC(=O)/C=C/c1ccc([N+](=O)[O-])cc1 (stereo not given),0.1,1.6,3,17
Nc1nc(-c2ccc(C(=O)NC3CC3)cc2)nc2c1ncn2-c1ccccc1,-0.1,0.4,10,11
COc1ccc(-n2nc3ccc(NC(=O)CC(C)C)cc3n2)cc1,0.4,2.2,-24,18
CC1(C)CC(CNCc2ccco2)CCO1 (stereo not given),-0.1,-0.5,5,14
O=C(N/N=C\c1ccc(O)cc1)c1cnccn1,0.1,-3.7,-14,6
Cc1nn(CCCC(=O)Nc2cnn(Cc3ccc(F)cc3)c2)c(C)c1[N+](=O)[O-],-0.1,0.8,-14,28
Cc1nc(NCCc2ccccc2)c2sc3nc4c(cc3c2n1)COC(C)(C)C4,-0.1,0.2,-2,12
Cc1nc(N)sc1C(=O)N/N=C/c1ccccc1[N+](=O)[O-],-0.3,-2.8,-51,-3
CC(C)[C@H]1NC(=O)[C@@H]2C[C@H](NCc3ccc(Cl)cc3)CN2C1=O,-0.1,0.3,10,1
COc1ccc(-c2cc(C(F)(F)F)n3nc(C(=O)Nc4ccc(Cl)cc4)cc3n2)cc1OC,0.8,0.2,-10,14
CC(=O)C1=C(C)NC(SCc2cccc([N+](=O)[O-])c2)=C(C#N)C1c1ccc(Cl)cc1 (stereo not given),-0.1,0.2,2,18
O=C(NCCc1ccc(Cl)cc1)c1ccc2c(=O)n(CCc3ccccc3)c(=S)[nH]c2c1,-0.1,0.5,6,6
O=C1CCC(CCNCc2ccncc2)N1CCc1ccccc1 (stereo not given),0.2,-0.4,-6,11
O=C1N(c2ccccc2)C[C@@H]2C[C@@H](c3cccc4c3OCO4)N3CCC[C@@]123,-0.1,-0.8,-14,6
CCCS(=O)(=O)N1CCCc2ccc(NS(=O)(=O)c3ccc(OC)cc3C)cc21,0.0,0.2,6,-7
Cc1nc(N2CCN(Cc3ccc4c(c3)OCO4)CC2)c2cc(-c3ccccc3)sc2n1,0.6,-0.8,-2,9
O=C(c1nnc(Cc2c(F)cccc2Cl)o1)N1CCCCCC1,0.2,-0.6,-18,-17
N#Cc1ccc(C(=O)C(=O)c2ccccc2)cc1C#N,0.8,-0.7,-7,0
CCN(C(=O)CNc1ccc(F)c([N+](=O)[O-])c1)c1cccc2ccccc12,-0.1,-0.3,-4,-20
COc1ccccc1NC(=O)C(=O)NCCc1ccc(OC)c(OC)c1,-0.1,-1.3,1,-3
COc1ccc(OC)c(NC(=O)c2cc(S(=O)(=O)NC3CCCCC3)ccc2F)c1,-0.2,0.3,-3,13
COc1ccc(/C=C(\NC(=O)c2ccccc2)C(=O)N/N=C/c2ccc3c(c2)OCO3)cc1,-0.1,2.0,-1,5
O=C(COc1ccccc1[N+](=O)[O-])NC1C2CC3CC(C2)CC1C3 (stereo not given),-0.1,0.4,10,7
Cn1cnc(S(=O)(=O)NCc2ccccc2)c1,0.0,-2.0,-6,2
COc1ccc(Nc2nc(N3CCN(C)CC3)c3ccccc3n2)cc1,0.0,9.5*,2,4
O=c1[nH]c2ncc(-c3cccnc3)nc2n1Cc1ccccc1,-0.6,-0.6,6,-1
c1ccc2c(OCCOCCNCCN3CCOCC3)cccc2c1,0.1,1.2,6,52*
CC(=O)N(C)c1ccc(NC(=O)/C=C/C(=O)O)cc1,0.0,0.4,0,-2

# Filtered by structure: those above containing a thiophene ring, fused or not
SMILES,FBW7 activator,GPR151 activ,TEAD-YAP block,MITF primary
O=C(CCc1cccc(Oc2ccc(F)cc2)c1)NCc1cccs1,-0.1,-0.3,-1,-18
CCOC(=O)c1c(NC(=O)COc2cccc(C)c2C)sc2c1CCC(C)C2 (stereo not given),0.1,-0.3,3,1
O=C(Nc1ccccc1)NC(Cc1c[nH]c2ccccc12)C(=O)NCc1cccs1 (stereo not given),0.3,-1.3,10,28
Brc1ccc(-c2csc(N3CCCCC3)n2)s1,0.1,0.6,-12,0
O=c1[nH]c2sc3c(c2c(=O)n1Cc1ccco1)CCCC3,0.3,0.5,3,7
CC(NC(=O)COC(=O)c1ccc([N+](=O)[O-])s1)c1ccccc1 (stereo not given),-0.1,-0.6,2,-4
Cn1nnnc1SCCNCc1cccs1,0.7,-1.4,-2,17
CC(C)C(=O)NCC(c1cccs1)S(=O)(=O)c1ccc(Cl)cc1 (stereo not given),-0.1,-0.1,0,-7
Cc1nc(NCCc2ccccc2)c2sc3nc4c(cc3c2n1)COC(C)(C)C4,-0.1,0.2,-2,12
Cc1nc(N2CCN(Cc3ccc4c(c3)OCO4)CC2)c2cc(-c3ccccc3)sc2n1,0.6,-0.8,-2,9

# Screening data (PubChem BioAssay)
